# Source: PubChem BioAssay (The Scripps Research Institute Molecular Screening Center)
# ASAP1 inh – inhibitors of human ASAP1 ArfGAP activity | ASAP1-stimulated ARF1 GTP hydrolysis, GDP FP detection | AID 624377 | 360,000 tested, 0.19% active | inhibition, % at 16.5 µM; in the data active means inhibition above about 25%;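 further: 0% = vehicle with enzyme and substrate and 100% = no enzyme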
# ADAM17 inh – inhibitors of human ADAM17. 370,000 tested, 0.83% active. inhibition, % at 6.95 µM. recombinant ADAM17, EDANS/DABCYL FRET peptide cleavage. AID 720648;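 active means inhibition above the mean of compounds lying between control limits plus 3 SD, set per campaign, cut at about 8.5% in these data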;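 further: 0% = DMSO-only wells as the low control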
# SIAE inh – blocks human sialic acid acetylesterase; 370,000 tested, 0.69% active; SIAE FP-Rh probe binding, fluorescence polarization; Q9HAT2; inhibition, % at 9.66 µM;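 active means inhibition above a cutoff: mean of compounds within the control limits plus 3 SD of those, cut at about 17% in these data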;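 further: 0% = plate median of compound wells and 100% = probe without SIAE protein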
# Target sequence (Q9HAT2 whole entry, looked up): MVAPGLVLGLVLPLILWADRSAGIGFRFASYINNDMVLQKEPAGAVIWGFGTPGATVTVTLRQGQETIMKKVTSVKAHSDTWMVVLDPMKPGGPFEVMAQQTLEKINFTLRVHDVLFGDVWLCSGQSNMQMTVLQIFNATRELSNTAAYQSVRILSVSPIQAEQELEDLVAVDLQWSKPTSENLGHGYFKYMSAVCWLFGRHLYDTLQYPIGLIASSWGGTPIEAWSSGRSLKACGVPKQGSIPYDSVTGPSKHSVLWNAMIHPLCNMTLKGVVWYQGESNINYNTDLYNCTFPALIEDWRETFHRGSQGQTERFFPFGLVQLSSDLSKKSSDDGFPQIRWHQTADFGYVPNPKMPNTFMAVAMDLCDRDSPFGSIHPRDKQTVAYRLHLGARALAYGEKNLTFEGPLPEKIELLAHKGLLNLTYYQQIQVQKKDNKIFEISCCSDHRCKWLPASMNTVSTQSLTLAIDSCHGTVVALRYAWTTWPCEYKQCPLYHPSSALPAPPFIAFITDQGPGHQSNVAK
# TDP2 absorb – blocks human TDP2 phosphodiesterase activity; recombinant TDP2, T5PNP hydrolysis, p-nitrophenol absorbance 415 nm; inhibition, % at 12.8 µM; 370,000 tested, 0.34% active;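 active means inhibition above the mean of all tested compounds plus 3 SD, set per campaign, cut at about 25% in these data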;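 further: 0% = DMSO with enzyme and 100% = buffer with substrate but no TDP2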
# Target sequence (O95551 whole entry, looked up): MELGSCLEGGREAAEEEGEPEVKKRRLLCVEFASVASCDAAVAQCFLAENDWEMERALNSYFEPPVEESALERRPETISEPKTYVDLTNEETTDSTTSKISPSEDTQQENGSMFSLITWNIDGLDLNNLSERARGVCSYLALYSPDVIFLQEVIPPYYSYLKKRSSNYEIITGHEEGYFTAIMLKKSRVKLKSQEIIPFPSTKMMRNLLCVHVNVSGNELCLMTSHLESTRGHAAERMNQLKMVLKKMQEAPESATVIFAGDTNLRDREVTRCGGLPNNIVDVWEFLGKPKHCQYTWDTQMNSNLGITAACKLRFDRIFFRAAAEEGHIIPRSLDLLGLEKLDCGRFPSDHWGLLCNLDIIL
#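 System: recombinant human TDP2 / Amount: 120 nM TDP2 per well / Also added: 5 mM T5PNP chromogenic substrate / Doses: 12.8 µM single point, 1% DMSO / Incubation: 2 h at 37 °C / Detection: p-Nitrophenol epi absorbance / Evaluation: % inhibition relative to enzyme-containing and enzyme-free wells / Repeats: singlicate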
# PLCb3 inh – PLC-beta3 (human) inhibition, primary screen | Q01970 | Purified PLC-beta3, fluorogenic substrate, fluorescence | inhibition, % at 12.2 µM | 370,000 tested, 0.18% active | AID 720704; in the data active means inhibition above about 11%;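 further: 0% = median of compound wells on plate and 100% = full blocker control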
# PLC-gamma1 inh – PLC-gamma1 (human) inhibition, primary screen; purified PLC-gamma1, fluorogenic substrate, fluorescence; inhibition, % at 12.2 µM; 370,000 tested, 0.84% active; AID 720700; in the data active means inhibition above about 9.5%
# ADAM10 inh – ADAM10 inhibition, QFRET primary screen; 370,000 tested, 0.62% active; inhibition, % at 7 µM; O14672; recombinant ADAM10, EDANS/DABCYL FRET peptide cleavage, 3 h;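 active means inhibition above a per-campaign cutoff equal to the mean of compounds falling between control-based bounds plus 3 SD, cut at about 20% in these data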;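 further: 0% = DMSO wells while the 100% control is not disclosed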
# Tn6 DDE FP – DD(E)-Tn6 binding inhibition, primary FP screen | P02675 | Fibrin DD(E) TRITC-Tn6 fluorescence polarization displacement | inhibition, % at 8.3 µM | 370,000 tested, 0.21% active;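 active means inhibition above a per-campaign cutoff: mean of compounds within control limits plus 3 SD, cut at about 15% in these data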;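 further: 0% = median of all compound wells on the plate and 100% = blocking peptide control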
# ARFGAP1 inhibitor – inhibits rat ARF GTPase activating protein 1. Q62848. Arfgap1-stimulated ARF1 GTP hydrolysis, GDP FP detection. inhibition, % at 16.5 µM. 360,000 tested, 0.26% active. AID 651572;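 active means inhibition above a per-plate limit, mean inhibition of low control wells plus 3 SD, cut at about 25% in these data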;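 further: 0% = DMSO wells with enzyme and 100% = wells lacking Arfgap1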
# Target sequence (Q62848 1-136 limits assumed): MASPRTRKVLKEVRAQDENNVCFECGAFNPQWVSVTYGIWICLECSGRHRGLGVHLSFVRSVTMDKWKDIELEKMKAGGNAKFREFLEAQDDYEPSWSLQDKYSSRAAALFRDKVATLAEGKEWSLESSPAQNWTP
#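 Repeats: one replicate per compound; assay system: rat Arfgap1 catalytic domain, aa 1-136; times: enzyme reaction 120 min at 25 °C after 20 min preincubation; detection: FP of antibody-bound GDP Alexa 633 tracer, ex 620/em 688 nm; benchmarks: high control wells lacking Arfgap1, low control full reaction with DMSO; reagent: human ARF1(Δ1-17)-GTP substrate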
# Tn7 DDE FP – disrupts Tn7 cyclic peptide binding to fibrin D-Dimer-E complex; FP displacement of FITC-Tn7 peptide from fibrin DD(E); 0% = median of compound wells per plate; AID 720508; 370,000 tested, 0.13% active; P02675; inhibition, % at 8.3 µM;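 active means inhibition above the mean of compounds falling within the control limits plus 3 SD of them, cut at about 14% in these data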;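 further: 0% = plate median of compound wells and 100% = 10 µM Aha-Tn7 peptide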
#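 Test system – human fibrin DD(E) · Times – 10 min preincubation, 3 h with tracer, room temperature · Detection – fluorescence polarization of the labelled Tn7 tracer · Measure – percent inhibition normalized to high-control wells · Benchmarks – high control wells with 10 µM unlabelled Aha-Tn7 peptide (full inhibition) · Repeats – singlicate testing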
# Numbers without * were called inactive; i = inactive. An unsorted share of the library. Share with any hit: about 3.6%.
# Letters – A = ASAP1 inh; B = ADAM17 inh; C = SIAE inh; D = TDP2 absorb; E = PLCb3 inh; F = PLC-gamma1 inh; G = ADAM10 inh; H = Tn6 DDE FP; I = ARFGAP1 inhibitor; J = Tn7 DDE FP
Cc1ccc(-c2ccc(CCC(=O)O)n2-c2cccc(O)c2)cc1
  A = 0	B = -17	C = -3	D = -5	E = -92	F = -59	G = -46	H = -5	I = 5	J = 10
Cc1cccc(OCC(=O)NNC(=O)c2ccccc2OCc2c(C)noc2C)c1
  A = 1	B = -1	C = 17	D = 3	E = 3	F = -1	G = -1	H = 0	I = -1	J = -3
CCCNC(=O)C(Cc1ccc(C(F)(F)P(=O)(OCC)OCC)cc1)NC(=O)c1ccc(C#N)cc1 (configuration not stated)
  A = -6	B = -6	C = -5	D = 7	E = 2	F = 2	G = -10	H = 5	I = -1	J = 2
COc1ccc(C(C(=O)NCCC(C)C)N(CCCO)C(=O)c2snc(C(N)=O)c2N)cc1OC (configuration not stated)
  A = 9	B = -42	C = 4	D = 3	E = -52	F = -35	G = -108	H = 1	I = 14	J = 0
CC(=O)N1CCN(C(=O)c2cc(-c3cccc4ccccc34)nc3ccccc23)CC1
  A = 4	B = -38	C = 6	D = -2	E = -306	F = -302	G = -105	H = -3	I = -5	J = -3
CCC(C)c1ccccc1NC(=O)COC(=O)C1=COCCO1 (configuration not stated)
  A = 0	B = -5	C = 5	D = -3	E = 1	F = 1	G = 0	H = 4	I = 3	J = -2
Cc1oc(-c2ccccc2Cl)nc1CN1CCCCC1CO (configuration not stated)
  A = 12	B = 2	C = 11	D = 0	E = 0	F = -1	G = -2	H = 2	I = 2	J = -8
Oc1ccc2ccccc2c1/C=C/c1ccc2c(Br)cc(Br)c(O)c2n1
  A = 14	B = 2	C = 23*	D = -3	E = -279	F = -226	G = -4	H = -24	I = 13	J = -6
CCOC(=O)Cc1cc(=O)n2[nH]c(C)c(-c3ccccc3OC)c2n1
  A = 5	B = -8	C = -2	D = -7	E = -7	F = -3	G = -10	H = -11	I = 6	J = 2
O=C1Nc2c(Br)cccc2C1=O
  A = 6	B = -2	C = 0	D = 2	E = 2	F = 3	G = -5	H = -3	I = 17	J = -6
Cc1noc(C)c1CSc1nnc(-c2ccncc2)n1-c1ccc(Cl)c(Cl)c1
  A = 5	B = -4	C = 17	D = 12	E = -1	F = -1	G = -3	H = -8	I = -3	J = 2
O=C(OCc1ccccc1Cl)c1ccccc1C(=O)c1ccccc1
  A = 0	B = 6	C = -3	D = -5	E = 0	F = 4	G = 9	H = 1	I = -3	J = -1
O=C(CN1C(=O)c2ccccc2C1=O)c1ccccc1
  A = -1	B = 0	C = -2	D = 2	E = 2	F = -4	G = 10	H = -2	I = -8	J = 6
COc1ccc(N2CCN(C(=O)C(Cc3ccccc3)n3cccc3)CC2)cc1 (configuration not stated)
  A = -2	B = 1	C = 3	D = -11	E = -2	F = 1	G = 0	H = -6	I = 8	J = 2
COC(=O)c1cc(N2CCN(C)CC2)nc2ccccc12
  A = 3	B = -101	C = -2	D = -5	E = i	F = -396	G = -269	H = 2	I = -4	J = 11
Cc1cccc(NC2=CC(=O)CC(C)(C)C2)c1C
  A = 4	B = 2	C = 2	D = -18	E = 6	F = 9.8*	G = 1	H = -1	I = 8	J = -8
COc1ccc(-c2nnc3ccc(SC(C(C)=O)C(C)=O)nn23)cc1OC
  A = 4	B = 2	C = -9	D = -5	E = -6	F = 0	G = -7	H = 5	I = -1	J = 1
C[C@H](CO)N1C[C@H](C)[C@@H](CN(C)Cc2ccncc2)OCCCC[C@H](C)Oc2ccc(NC(=O)CCCN(C)C)cc2C1=O
  A = 1	B = 0	C = 3	D = 2	E = -5	F = -1	G = -5	H = 0	I = 6	J = 5
CC(C)(C)NC(=O)CSc1nnc(Cc2ccc3c(c2)OCO3)n1C1CCCCC1
  A = 14	B = -5	C = 3	D = 3	E = 1	F = 1	G = 3	H = 2	I = 2	J = 0
COc1ccc(NC(=O)CSc2nc(N)c(C#N)cc2C#N)cc1
  A = -12	B = -3	C = -7	D = 5	E = -1	F = -5	G = -1	H = -1	I = 1	J = 2
O=C(COC(=O)c1ccc(OC(F)F)cc1)NCCNC(=O)COC(=O)c1ccc(OC(F)F)cc1
  A = -4	B = -1	C = -2	D = 3	E = -4	F = -4	G = -2	H = -5	I = 3	J = 2
CCOc1ccc(N(CC(=O)NC2CCCC2)C(=O)Cn2nnc(-c3ccc(C)o3)n2)cc1
  A = 12	B = -1	C = 3	D = -3	E = -5	F = 1	G = 0	H = 0	I = 4	J = -4
O=C(NN=Cc1ccc2c(c1)CCC2)c1ccccc1[N+](=O)[O-]
  A = 4	B = 1	C = 0	D = -8	E = 5	F = 4	G = -6	H = 3	I = 5	J = -5
COc1cc2c(cc1OC)CN(C(C)C(=O)Nc1cccc(S(=O)(=O)N3CCOCC3)c1)CC2 (configuration not stated)
  A = -4	B = -3	C = 0	D = -2	E = -31	F = -37	G = -6	H = -2	I = 3	J = -1
Cc1cc(N2CCCC2)nc2ccc(NC(=S)NC(C)C)cc12
  A = 15	B = -39	C = -1	D = -9	E = -129	F = -107	G = -202	H = 10	I = 9	J = -12

# Results in Tn6 DDE FP, Tn7 DDE FP and ADAM17 inh, for some of the entries so far:
smiles	Tn6 DDE FP	Tn7 DDE FP	ADAM17 inh
COc1ccc(-c2nnc3ccc(SC(C(C)=O)C(C)=O)nn23)cc1OC	5	1	2
O=C(COC(=O)c1ccc(OC(F)F)cc1)NCCNC(=O)COC(=O)c1ccc(OC(F)F)cc1	-5	2	-1
CC(C)(C)NC(=O)CSc1nnc(Cc2ccc3c(c2)OCO3)n1C1CCCCC1	2	0	-5
CCOC(=O)Cc1cc(=O)n2[nH]c(C)c(-c3ccccc3OC)c2n1	-11	2	-8

# Ordered by the number under PLC-gamma1 inh (high to low): some entries from above
mol | PLC-gamma1 inh
CCOc1ccc(N(CC(=O)NC2CCCC2)C(=O)Cn2nnc(-c3ccc(C)o3)n2)cc1 | 1
C[C@H](CO)N1C[C@H](C)[C@@H](CN(C)Cc2ccncc2)OCCCC[C@H](C)Oc2ccc(NC(=O)CCCN(C)C)cc2C1=O | -1
COc1ccc(C(C(=O)NCCC(C)C)N(CCCO)C(=O)c2snc(C(N)=O)c2N)cc1OC (configuration not stated) | -35

# (next part)
# Letters – A = ASAP1 inh; B = ADAM17 inh; C = SIAE inh; D = TDP2 absorb; E = PLCb3 inh; F = PLC-gamma1 inh; G = ADAM10 inh; H = Tn6 DDE FP; I = ARFGAP1 inhibitor; J = Tn7 DDE FP
COc1ccc(/C=N/NC(=O)c2ccc(Br)o2)cc1Cn1cc([N+](=O)[O-])cn1
  A = 2	B = -3	C = -2	D = 1	E = -3	F = -2	G = -5	H = 3	I = 2	J = -10
COCCN(CC(=O)Nc1cccc(C)c1C)C(=O)c1cc(-c2ccncc2)nc2ccccc12
  A = -19	B = -4	C = 10	D = 9	E = -25	F = -11	G = -5	H = -5	I = 8	J = 0
Cc1cc(=O)oc2cc(NC(=O)C(CCCN=C(N)N)NC(=O)OCc3ccccc3)ccc12 (configuration not stated)
  A = -6	B = -63	C = -5	D = -3	E = -57	F = -44	G = -185	H = -6	I = 4	J = 1
CCOC(=O)CC1(NC(=O)C2CCC(=O)N(C3CC3)C2)CCCCC1 (configuration not stated)
  A = -10	B = -2	C = -2	D = 8	E = -5	F = 1	G = 4	H = -1	I = -3	J = -4
O=C(NC(=S)N1CCN(c2ccccc2)CC1)c1ccccc1
  A = 16	B = 0	C = -2	D = 19	E = -7	F = 0	G = -4	H = 4	I = 4	J = -5
COc1ccc(N2CCN(CCCNC(=O)C3CCCN(S(=O)(=O)c4cnc[nH]4)C3)CC2)cc1 (configuration not stated)
  A = -2	B = -2	C = 5	D = 4	E = 0	F = 2	G = -6	H = -3	I = 7	J = -2
CC1(C)Cc2c(C#N)c(N3CCN(C(=O)c4ccco4)CC3)nc(-c3ccco3)c2CS1
  A = 6	B = -5	C = 4	D = 1	E = -10	F = -9	G = -8	H = -3	I = -7	J = 4
N#Cc1c2n(c3c(=O)n(Cc4ccc(Cl)cc4)cnc13)CCCCC2
  A = 20	B = -3	C = 1	D = -4	E = -3	F = 0	G = -6	H = -1	I = 8	J = -1
COc1cccc2c(=O)n(CC(=O)N3CCCCCC3)ccc12
  A = -14	B = -14	C = -4	D = 7	E = 3	F = -2	G = -45	H = 2	I = 11	J = 1
COc1ccccc1-c1cccc(-c2nc(C(=O)Nc3nccs3)cc3c2[C@@H](CCO)N(C(C)=O)C3)c1
  A = 14	B = 3	C = -10	D = 4	E = -4	F = -5	G = 3	H = -5	I = 5	J = -3
C[n+]1cccc(NC(=O)c2ccccc2)c1
  A = -4	B = 0	C = 6	D = -1	E = 2	F = 1	G = 1	H = 0	I = 5	J = -12
CCOC(=O)c1sc(N)nc1-c1ccccc1
  A = -4	B = -1	C = 0	D = -1	E = -3	F = -4	G = -9	H = 2	I = -1	J = 8
CCOc1cc(CO)c(Br)cc1OCC(=O)O
  A = 1	B = -2	C = -2	D = -5	E = 3	F = 2	G = -4	H = 1	I = -4	J = 2
COc1ccc2c(c1)CCc1c(C(=O)N3CC4(C)CC3CC(C)(C)C4)noc1-2 (configuration not stated)
  A = 14	B = -3	C = -10	D = -12	E = -11	F = 0	G = -17	H = -6	I = 7	J = -9
COC(=O)c1cc(NC(=O)CCc2c(C)nc3ncnn3c2C)cc(C(=O)OC)c1
  A = 4	B = -4	C = -2	D = 3	E = 0	F = -3	G = -5	H = -5	I = -3	J = -4
